# TROY signal inh: inhibitors of TROY-dependent NF-kB signaling | Q293 LMP1-TROYcd NF-kB luciferase reporter, 4 h | inhibition, % at 10 µM | 360,000 compounds, 0.98% hits;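 active = compounds whose plate-normalised and pattern-corrected inhibition of the luciferase reporter signal at the single screening dose is 50% or more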
# EBV LMP1 NFkB: reduces LMP1-driven NF-kappaB luciferase signal; 350,000 compounds, 0.69% hits; inhibition, % at 12.5 µM; LMP1-induced NF-kappaB luciferase reporter cells, luminescence; in the data active = inhibition above about 41%;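 note: 0% = neutral control wells and 100% = reference inhibitor control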
# Shn3 inh set2: inhibitors of Schnurri-3 3'UTR reporter in osteoblasts. Clone20 osteoblast Shn3 3'UTR firefly luciferase, 24 h. inhibition, % at 12.5 µM. 360,000 compounds, 0.52% hits;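 active = mean inhibition of at least 75% with every replicate also reaching 75%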;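 note: 0% = median of neutral control wells and 100% = pilot-screen positive control compound; some compounds past the cut are filed as inactive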
# KKLEB cytotox: CF airway cell cytotoxicity counter-screen; activity change (cytotoxicity), % at 5 µM; 360,000 compounds, 0.36% hits; AID 602141; KKLEB CF airway cells viability, ATPlite luminescence, overnight; stronger effect = lower value; cells stimulated with P. aeruginosa culture filtrate;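 active = corrected activity change at or below -50% at 5 µM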
# TRAIL sens C8: caspase-8 TRAIL sensitization; NB7+C8 cells + TRAIL, ATPlite viability luminescence; 360,000 compounds, 1% hits; inhibition (viability loss, TRAIL sensitization), % at 10 µM;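 active = compounds causing at least 50% loss of cell viability in the single-dose screen, relative to plate controls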
# COUP-TFII inh: NR2F2 (human) inhibition, primary screen; P24468; HEK293T NGFI-A luciferase reporter, luminescence; inhibition, % at 8.6 µM; 370,000 compounds, 0.7% hits;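 active = inhibition above a per-plate cutoff, mean inhibition of test wells between control levels plus 3 SD, cut at about 38% in these data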;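 note: cells cotransfected with COUP-TFII expression vector driving the NGFI-A reporter; 0% = median of COUP-TF2 test wells and 100% = reporter-only cells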
# TWEAK-Fn14 inh: TWEAK-Fn14 signaling inhibition. TWEAK-stimulated Fn14 reporter cells, luciferase luminescence, 8 h. inhibition, % at 10 µM. 360,000 compounds, 2% hits. AID 1159606; in the data active = inhibition above about 50%
# SRC1 inh: inhibitors of human steroid receptor coactivator 1 (SRC1). HEK293 GAL4-SRC1 luciferase reporter, luminescence. inhibition, % at 3.6 µM. 360,000 compounds, 0.12% hits;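 active = inhibition above the campaign mean plus 3 SD, with each screening campaign given its own cutoff, cut at about 60% in these data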;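 note: 0% = DMSO treated cells and 100% = gossypol at 36 µM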
# SRC3 inh: human NCOA3 inhibition; Q9Y6Q9; HEK293 GAL4-SRC3 luciferase reporter, luminescence; inhibition, % at 3.6 µM; 360,000 compounds, 0.17% hits;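 active = inhibition above a per-campaign cutoff, the mean of all compounds plus 3 SD, cut at about 60% in these data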;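 note: 0% = DMSO-treated cells and 100% = gossypol-treated cells at 36 µM; higher means less SRC3-driven luciferase light from the GAL4 reporter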
# Target sequence (Q9Y6Q9 whole entry, looked up, the tested form may be a part): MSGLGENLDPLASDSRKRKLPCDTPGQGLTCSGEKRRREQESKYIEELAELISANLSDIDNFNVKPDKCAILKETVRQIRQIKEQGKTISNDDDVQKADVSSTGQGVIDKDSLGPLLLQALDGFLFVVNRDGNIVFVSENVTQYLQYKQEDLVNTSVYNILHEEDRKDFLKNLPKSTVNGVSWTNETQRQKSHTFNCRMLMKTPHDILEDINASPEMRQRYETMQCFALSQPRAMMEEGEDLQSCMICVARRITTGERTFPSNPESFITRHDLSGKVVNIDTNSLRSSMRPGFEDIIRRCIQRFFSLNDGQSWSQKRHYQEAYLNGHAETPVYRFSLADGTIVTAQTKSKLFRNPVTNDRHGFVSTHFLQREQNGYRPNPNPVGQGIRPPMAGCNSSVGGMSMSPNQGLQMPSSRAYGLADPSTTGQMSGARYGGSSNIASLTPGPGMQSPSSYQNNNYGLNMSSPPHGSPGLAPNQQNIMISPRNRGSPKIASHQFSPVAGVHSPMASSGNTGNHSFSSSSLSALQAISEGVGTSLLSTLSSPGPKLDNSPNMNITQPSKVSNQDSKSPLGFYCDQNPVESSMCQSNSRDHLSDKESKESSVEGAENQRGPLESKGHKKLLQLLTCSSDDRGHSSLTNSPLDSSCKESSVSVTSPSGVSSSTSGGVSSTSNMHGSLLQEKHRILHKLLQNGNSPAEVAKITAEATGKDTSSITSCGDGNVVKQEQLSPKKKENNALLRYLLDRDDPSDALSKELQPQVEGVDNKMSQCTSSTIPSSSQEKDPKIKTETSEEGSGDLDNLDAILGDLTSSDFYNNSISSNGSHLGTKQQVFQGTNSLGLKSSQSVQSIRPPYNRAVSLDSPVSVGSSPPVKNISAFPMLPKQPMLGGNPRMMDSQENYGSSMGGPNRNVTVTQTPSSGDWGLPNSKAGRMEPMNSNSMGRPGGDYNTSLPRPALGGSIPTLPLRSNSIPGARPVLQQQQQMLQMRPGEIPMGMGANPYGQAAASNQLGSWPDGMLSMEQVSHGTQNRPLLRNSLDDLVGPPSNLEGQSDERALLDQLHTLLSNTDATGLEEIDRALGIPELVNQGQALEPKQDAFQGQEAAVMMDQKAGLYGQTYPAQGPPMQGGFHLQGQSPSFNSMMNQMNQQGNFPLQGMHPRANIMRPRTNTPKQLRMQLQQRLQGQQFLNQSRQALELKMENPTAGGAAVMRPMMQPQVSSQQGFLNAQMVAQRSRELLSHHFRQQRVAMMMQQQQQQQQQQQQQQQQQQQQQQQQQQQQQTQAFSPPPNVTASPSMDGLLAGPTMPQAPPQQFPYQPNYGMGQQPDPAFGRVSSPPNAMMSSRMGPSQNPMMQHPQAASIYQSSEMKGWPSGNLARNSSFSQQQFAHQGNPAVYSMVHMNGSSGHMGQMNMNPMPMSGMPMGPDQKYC
# CF NFkB inh: inhibitors of cystic fibrosis induced NF-kB. inhibition, % at 5 µM. KKLEB NF-kB-GFP reporter, PAF-induced, GFP fluorescence overnight. 360,000 compounds, 0.86% hits;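 active = at least 50% inhibition at 5 µM, scaled per plate between neutral and stimulator controls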;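 note: PAF is a Pseudomonas aeruginosa culture filtrate used as stimulus; plate controls were PAF-stimulated DMSO wells for no effect and unstimulated DMSO wells for full effect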
# NR5A2 inv ag: NR5A2 inverse agonism in reporter assay; HEK293T StAR-luciferase reporter, LRH-1 transfected, 24 h; inhibition, % at 3.6 µM; 360,000 compounds, 0.13% hits;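 active = inhibition above the mean inhibition of all tested compounds plus 3 SD, cut at about 73% in these data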;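 note: 0% = DMSO wells and 100% = reporter-only cells lacking LRH-1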
# Active calls of the source: *; . = no result given.
SMILES,TROY signal inh,EBV LMP1 NFkB,Shn3 inh set2,KKLEB cytotox,TRAIL sens C8,COUP-TFII inh,TWEAK-Fn14 inh,SRC1 inh,SRC3 inh,CF NFkB inh,NR5A2 inv ag
Cc1nc(-c2cccs2)sc1C(=O)NN,-4,7,6,-3,5,-17,15,12,5,10,2
CCCNC(=S)N1CC2(C)CN(C(=O)C(=O)OC)CC(C)(C1)C2=O,8,-7,0,3,5,-6,3,11,11,15,-5
COc1cccc(CNC(=O)CCS(=O)(=O)c2ccc3c(c2)NC(=O)C(C)S3)c1 (stereo unspecified),1,.,7,-3,17,-3,-2,4,12,-7,22
O=S(=O)(NC1CCCC1)c1ccc(S(=O)(=O)NC2CCCC2)cc1,8,4,-10,20,-1,-3,0,3,-6,-13,16
O=C(O)CN1C(c2ccccc2)=Nc2ccc(Br)cc2C1c1ccccc1 (stereo unspecified),-10,1,-7,-16,2,8,1,18,16,7,-6
O=C(N/N=C/c1ccncc1)c1ccccn1,-15,.,-52,8,0,-4,-13,-114,-51,15,-105
O=C(O)C1(Nc2ccc(Br)cc2)CCCC1,-14,-1,9,1,-6,5,-1,2,9,-9,10
O=C(Cc1ccccc1)NS(=O)(=O)c1ccc(N=NN2CCOCC2)cc1,-44,-5,8,10,0,12,-6,7,25,-11,-16
COc1cc2c(cc1OC)/C(=C/C(=O)c1ccc([N+](=O)[O-])c(C)c1)NCC2,4,8,16,0,1,-2,6,-23,-21,-1,-6
C=C(C)c1cccc(C(C)(C)NC(=O)Nc2cccnc2)c1,11,-1,8,5,-4,15,-9,-6,-12,-13,-9
O=C(Nc1ccc(S(=O)(=O)N2CCN(Cc3ccccc3)CC2)cc1)c1cnccn1,28,10,82*,7,21,15,2,21,11,-4,25
COCCCn1c(SCC(=O)OC2CCCCC2)nnc1-c1ccco1,-19,-1,6,-6,-17,.,-11,5,8,20,9
Cc1nc2ccccc2c(=O)n1CCc1ccc(O)cc1,-27,7,5,10,16,-2,7,-13,1,-26,-4
Cc1cnc(C)c(Nc2nc(C(N)c3ccccc3)cs2)n1 (stereo unspecified),-4,.,3,-14,1,-9,-8,11,8,6,-24
CC1CC(C)(C)NC(=S)N1CC(=O)NCc1ccc2c(c1)OCO2 (stereo unspecified),11,1,8,6,16,-38,-8,-22,14,11,2
COc1ccc(C2/C=C\CN(C(=O)Nc3ccc(C(F)(F)F)cc3)CC(=O)N2Cc2ccc(F)cc2)cc1 (stereo unspecified),46,13,47,-11,47,.,20,4,15,19,17
O=C(NCCc1ccccc1)C1CCCN(S(=O)(=O)c2cccnc2)C1 (stereo unspecified),8,-1,6,8,1,10,2,13,16,-11,5
COc1ccccc1Nc1ccc(C(=O)NCc2cccs2)cn1,2,-2,7,-4,-3,3,-7,1,2,-14,-9
CCCc1cc(=O)n2nc(N3CCC(C(=O)Nc4c(F)c(F)c(F)c(F)c4F)CC3)sc2n1,-18,-3,5,-9,5,4,-10,13,8,11,9
CCn1c2ccccc2c2cc(C3C(C#N)=C(N)Oc4n[nH]c(COC)c43)ccc21 (stereo unspecified),-6,92*,1,-33,1,9,4,-3,24,-7,45
CCCCn1c(-c2ccc(F)c(F)c2)nc2cc3[nH]c(=O)c(C(C)C)nc3cc21,6,1,18,14,10,2,16,-9,6,2,-10
NS(=O)(=O)c1ccc(CNC(=O)c2cc(=O)c3cc(Cl)ccc3o2)cc1,10,-9,-1,-6,-8,0,-10,-5,2,0,12
Oc1c(N=Nc2ccccc2)sc2ccccc12,1,-19,-114,-9,44,-37,35,-85,-101,-19,-102
CCOC(=O)C1=CN(CC)S(=O)(=O)NC1c1cccc(OC)c1 (stereo unspecified),0,4,-4,-17,-7,-15,9,4,15,16,-33
O=C(Nc1cccc(S(=O)(=O)N2CCCCC2)c1)c1cc2ccccc2o1,15,-3,33,12,11,4,29,-13,-3,-12,-10
CSc1cccc(-n2cc(-c3ccc4c(c3)OCO4)[nH]c2=O)c1,-9,12,-19,-16,9,.,27,-63,-74,22,-44
COC(=O)/C=C/c1ccc2c(c1)S(=O)(=O)N(Cc1ccc(OC)cc1)[C@H]2CC(=O)OC,-11,-7,-4,8,-2,-1,-10,-10,-13,-22,-13
Cc1ccc(-n2c(=O)c3c4c(sc3n3c(=S)[nH]nc23)CCC4)cc1,-1,-2,-4,-10,16,-1,7,15,-2,19,12
CN(C)c1ccc(C(=O)Nc2cc(C(F)(F)F)ccc2-n2cncn2)cc1,-7,-6,1,-9,-9,-11,-14,0,5,16,-23
COCCNC(=O)CSc1cc(-c2ccccc2)c2ccc(OC)cc2n1,13,7,-11,5,-4,-16,2,-53,10,-1,-8
Cc1ccccc1N(C)S(=O)(=O)c1nnc(NC(=O)c2ccccc2F)s1,-8,0,-7,8,10,16,7,-22,-2,-24,4
Cc1cc(C)c(S(=O)(=O)n2nc(C)c(Br)c2C)c(C)c1,-14,2,-10,2,0,-12,12,3,5,22,10
N#CC1(NC(=O)CN2c3cccc4cccc(c34)S2(=O)=O)CCCCC1,1,0,0,-7,-2,10,-6,5,10,-1,-9
CC(C)(C)NC(=O)CN(C(=O)CSc1nnc(COc2ccccc2)o1)c1cccc(F)c1,-7,-16,41,14,7,12,-5,5,7,-29,1
Cc1ccc(C(=O)NCC(=O)N2CCN(c3ccccc3O)CC2)s1,3,0,-3,13,3,18,14,1,-7,0,11
COC(=O)c1ccccc1NC(=O)Cn1cnc([N+](=O)[O-])c1,12,6,-9,-10,2,13,1,-6,3,-2,-3
Cc1ccc(/C=C/C(=O)OCC(=O)NCc2cccs2)o1,-3,-7,-17,2,-15,-15,-16,-13,-13,16,3
Clc1ccc(-c2nnc(COc3ncnc4sccc34)o2)cc1,-37,-4,-5,-5,14,17,-32,-19,-6,6,-6
O=C(NC(=S)N1CCc2ccccc21)c1ccco1,-4,0,-14,3,4,10,7,-24,-17,-7,5
O=C(CCCC(=O)N1CCN(c2ccc([N+](=O)[O-])cc2)CC1)c1ccccc1,27,13,-6,-10,-7,-6,26,-1,16,-3,4
Cc1cccc(Oc2ccccc2NC(=O)CSCC(=O)Nc2cc(C)on2)c1,12,12,35,-12,17,-1,-7,-59,-150,-1,0
O=S(=O)(/N=C/c1c(O)ccc2ccccc12)c1ccccc1,11,1,22,14,-12,15,2,-14,-46,-23,-2
CCN(CC)CCCNC(=O)c1cc2c(Cl)nc3ccccc3c2s1,-6,-24,10,-14,8,-23,-24,-22,-5,5,-39
C#CNC(=O)C1(CC=C)CCNCC1,-23,-4,-19,-13,8,11,-4,-9,16,-1,-12
CCc1sc(C(=O)NC(C)C2CCCO2)cc1Br (stereo unspecified),-16,0,14,10,-1,4,-17,1,11,-1,-4
CC(=O)c1cccc(NC(=O)C(C)OC(=O)CN2C(=O)NC(C)(C)C2=O)c1 (stereo unspecified),-9,-3,1,5,-4,10,-6,-3,0,10,8
COc1ccc(N2CCN(CC(O)COCc3ccccc3)CC2)cc1 (stereo unspecified),-2,12,-9,-2,0,1,-4,-17,13,0,-13
O=C(NC1CCCc2ccccc21)c1ccc(=O)[nH]c1 (stereo unspecified),2,1,-22,-1,2,-3,0,-10,-15,3,10
Cn1c(SCC(=O)NC2CCCCC2)nnc1-c1ccccc1O,3,-3,-9,6,2,8,5,-15,0,7,-20
COc1ccc(/C=N/N2CCN(c3ccc(Cl)cc3)CC2)cc1,-4,6,-9,6,-2,-6,-8,0,-8,7,-2
O=[N+]([O-])c1ccc(C=NN2CCOCC2)s1,29,-9,-10,-9,-5,3,4,-9,-27,-11,-56
C=CCN1C(c2ccc(Br)cc2)=CS/C1=C(/C#N)c1nnc(N2CCOCC2)n1-c1ccccc1,29,10,16,5,-5,14,29,10,2,-14,-1
CSc1ccc(S(=O)(=O)NCCCn2ccnc2)cc1,14,2,15,-8,11,-6,11,12,0,7,4
CN(Cc1cnccn1)C(=O)c1cc(COc2cccc(C(F)(F)F)c2)on1,-34,-6,-7,-2,-7,-12,-3,-39,-33,0,-1
CCc1ncc(C)nc1CC,-1,3,-9,13,-1,-3,5,-8,12,-11,21
Cc1cc(NC(=O)C2CCCN(S(=O)(=O)c3cnc[nH]3)C2)ccc1Br (stereo unspecified),-4,-7,14,0,-8,3,-3,11,0,2,1
Cc1csc2nc(CNS(=O)(=O)c3ccc(-c4ccccc4)cc3)cn12,9,4,64,-12,12,16,-8,-3,-13,27,6
Cc1cc(C)n2nc(C(=O)OCC(=O)NC3CCS(=O)(=O)C3)nc2n1 (stereo unspecified),13,1,0,11,6,14,8,-1,-4,-9,-15
COc1ccc(N2CCN(C(=O)c3cccc(Cn4cc(Cl)cn4)c3)CC2)cc1,6,-8,9,-2,-23,5,-7,-2,9,8,-13
O=C(O)COc1ccccc1/C=N/NC(=O)c1cc(-c2ccc(F)cc2)nc2ccccc12,-17,7,-8,15,20,-4,-8,-2,10,-31,4
# (list continues)
SMILES,TROY signal inh,EBV LMP1 NFkB,Shn3 inh set2,KKLEB cytotox,TRAIL sens C8,COUP-TFII inh,TWEAK-Fn14 inh,SRC1 inh,SRC3 inh,CF NFkB inh,NR5A2 inv ag
COc1ccc(C2N=C(c3ccccc3)C(C)(C)N2O)cc1OC (stereo unspecified),12,9,-5,8,-15,-9,-9,-5,-5,4,16
CCOC(=O)CN1C(=O)C(=O)N(Cc2c(F)cccc2Cl)C1=O,-2,2,6,-5,-12,-3,-6,10,-4,14,-3
C/C(=N\Nc1ncc(Cl)cc1Cl)c1ccc2c(c1)OCO2,12,-10,1,-6,5,-23,-47,-41,-9,-5,-22
CC1CCc2nn(CC(=O)NC3CCCC(C)C3C)cc2C1 (stereo unspecified),-16,-14,5,7,-4,15,8,-9,20,-2,13
COCCNCc1cc(C)n(-c2cc(S(=O)(=O)N3CCOCC3)ccc2N2CCCC2)c1C,1,0,-2,-2,-5,-7,4,-19,-1,5,-8
C=CCN(c1ccccc1C(=O)O)S(=O)(=O)c1ccc(NC(=O)OC)cc1,6,-3,-2,4,-22,-18,20,2,17,12,1
O=C(NCCCN1CCOCC1)c1ccc2c(c1)N(Cc1c(F)cccc1Cl)C(=O)c1ccccc1S2,22,16,-12,-3,1,22,23,13,7,13,-9
O=C(Nc1cccc2[nH]ncc12)c1ccc(F)cc1,15,38,-21,0,16,22,59*,54,39,79*,6
CCOC(=O)N1CCN(C(=O)c2nn(C)c3c2CSc2ccccc2-3)CC1,-1,3,14,14,-13,-1,-2,5,3,8,4
Nc1cccn2c(-c3ccc(Cl)c(Cl)c3)cnc12,-37,-69,-15,8,-4,-32,1,-95,-137,-25,-116

# Structural class: those above with a cyano group.
SMILES,TROY signal inh,EBV LMP1 NFkB,Shn3 inh set2,KKLEB cytotox,TRAIL sens C8,COUP-TFII inh,TWEAK-Fn14 inh,SRC1 inh,SRC3 inh,CF NFkB inh,NR5A2 inv ag
CCn1c2ccccc2c2cc(C3C(C#N)=C(N)Oc4n[nH]c(COC)c43)ccc21 (stereo unspecified),-6,92*,1,-33,1,9,4,-3,24,-7,45
N#CC1(NC(=O)CN2c3cccc4cccc(c34)S2(=O)=O)CCCCC1,1,0,0,-7,-2,10,-6,5,10,-1,-9
C=CCN1C(c2ccc(Br)cc2)=CS/C1=C(/C#N)c1nnc(N2CCOCC2)n1-c1ccccc1,29,10,16,5,-5,14,29,10,2,-14,-1

# From PubChem

# Some of the compounds tested; count on the stated rates, not on these rows.
